# M. tuberculosis GlmU – inhibition of mycobacterial GlmU enzyme – biochemical, glucosamine-1-phosphate acetyltransferase (AID 1376) | inhibition, %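 (tested at 30 µM in the primary screen)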; hits with a dose series show IC50 in µM | 220,000 compounds, 0.25% hits | M. tuberculosis GlmU acetyltransferase enzyme assay; higher % means a stronger effect; in the data active = inhibition above about 13%;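 note: 0% = complete reaction with vehicle and 100% = reaction without substrate; strong numbers were not always called active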
# Mtb RmlCD inh – inhibitors of Mycobacterium tuberculosis RmlC and RmlD coupled enzymes. P9WH09+P9WH11. RmlC+RmlD coupled enzyme assay, percent inhibition; primary screen in compound mixtures. inhibition, % at 3.6 µM. 160,000 compounds, 0.03% hits. AID 1533; in the data active = inhibition mostly above about 34%, no sharp cut-off; note: some results filed as inactive read as strong as hits
# Target sequence (P9WH09 whole entry, looked up): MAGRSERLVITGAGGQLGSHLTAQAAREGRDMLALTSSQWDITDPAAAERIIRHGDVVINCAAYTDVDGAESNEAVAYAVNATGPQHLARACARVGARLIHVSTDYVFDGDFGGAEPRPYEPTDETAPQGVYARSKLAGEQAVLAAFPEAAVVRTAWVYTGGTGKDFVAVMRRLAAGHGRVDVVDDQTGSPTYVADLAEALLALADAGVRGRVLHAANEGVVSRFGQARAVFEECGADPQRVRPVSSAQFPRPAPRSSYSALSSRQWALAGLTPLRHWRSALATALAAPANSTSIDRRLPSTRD
# Target sequence (P9WH11 whole entry, looked up): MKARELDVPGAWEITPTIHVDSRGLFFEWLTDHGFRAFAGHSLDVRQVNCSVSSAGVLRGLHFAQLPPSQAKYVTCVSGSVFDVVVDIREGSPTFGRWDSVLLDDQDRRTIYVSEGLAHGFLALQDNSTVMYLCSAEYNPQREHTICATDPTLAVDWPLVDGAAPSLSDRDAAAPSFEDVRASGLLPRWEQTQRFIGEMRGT
# The depositor's hits bear a star; . = not tested or not shown. Some of the compounds tested; count on the stated rates, not on these rows.
SMILES,M. tuberculosis GlmU,Mtb RmlCD inh
N#CC1=C(N)OC2=C(C(=O)CCC2)C1c1ccc(OC(=O)N2CCOCC2)cc1 (stereo not given),3.4%,.
O=C1c2ccccc2C(=O)N1CCCON1C(=O)c2ccccc2C1=O,3.0%,4.9
COc1cc2c(cc1NC(=S)Nc1cccc(C(F)(F)F)c1)oc1ccccc12,-4.0%,.
COc1ccccc1-c1cc(C(F)(F)F)nc(N2CCN(c3ccc(F)cc3)CC2)n1,1.2%,.
C[C@@H]1CC[C@H](O)/C=C/C(=O)O[C@H](C)CC[C@H](O)/C=C/C(=O)O1,10.2%,.
COc1ccc(N2C(=O)[C@@H]3Cc4ccccc4CN3C2=O)cc1,2.1%,.
Cc1cccc2cc(CN(Cc3ccco3)C(=O)Nc3cccc(C#N)c3)c(Cl)nc12,-3.4%,.
O=S(=O)(c1ccc2ccccc2c1)N(CC(O)COCc1ccco1)c1ccccc1 (stereo not given),-0.9%,-6.8
CCn1c(SCC(=O)N/N=C/C(C)=C\c2ccco2)nnc1-c1ccccc1,0.9%,-13.1
COc1ccc(NS(=O)(=O)c2ccc(N)c(C(=O)O)c2)cc1,1.2%,9.3
COc1cccc(NC(=O)CCCOc2cc(=O)n(C)c3ccccc23)c1,1.4%,.
O=C(Nc1nc(-c2ccccc2)cs1)C1CCCN(S(=O)(=O)c2cccc([N+](=O)[O-])c2)C1 (stereo not given),1.3%,-0.2
CN(CC(=O)N1CC=C(c2ccccc2)CC1)S(=O)(=O)c1cnc[nH]1,-5.3%,1.0
CCn1c(CNC(=O)COc2ccc(C(C)C)cc2)nnc1SCC(=O)Nc1ccccc1,1.8%,-8.1
Cc1cc(SCC(=O)NC(=O)NCc2ccco2)nc2c(C)cccc12,1.8%,-1.9
N#Cc1nc(-c2ccco2)oc1N1CCC(C(N)=O)CC1,2.9%,57.1
Cn1ncc2c(Nc3cccc(C(=O)O)c3)ncnc21,4.2%,-7.9
Cc1cc(C)cc(NC(=S)NCCSc2ccc(Cl)cc2)c1,1.3%,1.0
O=S(=O)(c1cccc(-c2csc(N/N=C/c3ccco3)n2)c1)N1CCOCC1,2.6%,.
Cc1cc(OCC(F)(F)C(F)(F)C(F)(F)C(F)F)nc(N)n1,3.4%,5.3
COc1cccc(C(=O)Oc2c(Br)cc(Br)cc2/C=N/NC(=O)c2cc(C)[nH]n2)c1,-2.2%,8.9
Cc1ccnc(NC(=S)NC(=O)c2cncc(Br)c2)c1,-6.2%,-4.2
O=C(c1ccc(S(=O)(=O)N2CCCCC2)cc1)N1CCN(Cc2ccc3c(c2)OCO3)CC1,-0.2%,.
CCOC(=O)c1c(-c2ccc(OC)cc2)csc1/N=C/N(C)C,1.9%,.
CC(C)N(C(=O)Cn1c(SCC(=O)NCc2ccc3c(c2)OCO3)nc2ccccc21)C(C)C,-0.1%,.
# Next part.
SMILES,M. tuberculosis GlmU,Mtb RmlCD inh
COc1ccc(N2CCN(C(=O)CSc3ccc([N+](=O)[O-])cc3)CC2)cc1,-4.0%,-1.7
CCNC(=O)NC(=O)C(C)OC(=O)c1cccn1C (stereo not given),1.0%,2.1
NS(=O)(=O)c1ccc(N/N=C/c2ccccc2C(=O)O)c([N+](=O)[O-])c1,1.5%,-8.6
O=C(Cc1ccccc1F)c1ccc(O)cc1O,1.0%,.
CCOC(=O)C1=C(N)OC2=C(C(=O)CCC2)C1c1ccccc1OCC (stereo not given),3.8%,-2.8
CC(CC(=O)NCc1ccccc1)C1CCCO1 (stereo not given),-3.9%,.
CCC1(c2ccccc2)NC(=O)N(CC(=O)Nc2ccc3c(c2)OCO3)C1=O (stereo not given),8.7%,.
O=C(c1ccccc1)c1nc2ccccc2n(CCCn2c(=O)c(C(=O)c3ccccc3)nc3ccccc32)c1=O,2.6%,-0.3
COc1ccc(-c2c(C)nn3c(N4CCN(Cc5ccccc5)CC4)cc(C)nc23)cc1OC,-2.0%,1.4
COc1ccc(S(=O)(=O)N[C@H](C(=O)N2CC[C@@]3(O)CCCC[C@H]3C2)c2ccccc2)cc1,6.7%,-2.9
CCOC(=O)C1=C(C)NC(=S)NC1C (stereo not given),4.0%,8.6
COCc1[nH]nc2c1C(c1cccc(OC)c1)C(C#N)=C(N)O2 (stereo not given),1.0%,41.0
Cc1ccc(C2(CC(=O)O)CCOC(C)(C)C2)cc1 (stereo not given),-3.0%,.
Fc1ccc(NCc2nnc(SCc3nnc(-c4ccccc4)o3)n2Cc2ccccc2)cc1,4.1%,.
Cc1cc(C)c(S(=O)(=O)c2ccccc2)c(OC(=O)c2cc(F)c(F)cc2Cl)n1,-8.2%,.
O=[N+]([O-])c1ccc(N2CCCCC2)nc1N1CCCCC1,-1.4%,5.4
O=C(Cn1c(C(F)(F)F)nc2ccccc21)NCCN1CCCC1,-7.2%,.
COCCN1Cc2cccc(C(=O)Nc3cc(OC)ccc3OC)c2C1=O,.,-0.8
C/C(CCc1ccccc1)=N\NC(=O)c1ccccc1,-0.9%,6.7
CCN1CCN(C(=O)c2cc(S(=O)(=O)Nc3ccc(S(C)(=O)=O)cc3)ccc2Cl)CC1,3.7%,1.9
C=CCOc1ccc(C2NC(=S)NC3=C2CCc2ccccc23)cc1 (stereo not given),2.9%,-5.9
Oc1ccccc1C1=Nc2ccccc2N=C(c2cccs2)C1,1.5%,-11.2
Cc1cc(C)nc(SC(C(=O)O)c2ccccc2)n1 (stereo not given),2.8%,-4.7
COc1ccc(C(=O)CSc2nc3c(c(=O)n(C)c(=O)n3C)n2C)cc1,-1.2%,6.5
Cc1cc(C)c2oc(C(=O)Nc3ccc(S(=O)(=O)Nc4nccs4)cc3)cc(=O)c2c1,-10.9%,.
# Later entries.
SMILES,M. tuberculosis GlmU,Mtb RmlCD inh
O/N=C1\CCCc2nnc3c(c21)CCCC3,2.4%,3.6
CCc1ccc(NC(=S)N2CCCCCCC2)cc1,1.0%,-4.3
O=C(COC(=O)C1=COCCO1)Nc1cccc(Oc2ccccc2)c1,1.1%,7.4
c1cnc(NC2C3CC4CC(C3)CC2C4)nc1 (stereo not given),-1.2%,.
Cc1cc(C)c(S(=O)(=O)NCc2cn3c(C)csc3n2)cc1C,-0.8%,-8.2
Cn1cccc1C(=O)NC(=O)COC(=O)c1cc(Cl)ccc1[N+](=O)[O-],3.0%,1.3
Nc1c(C(=O)N/N=C/c2cccnc2)oc2nc(-c3ccccc3)cc(-c3ccco3)c12,-1.4%,-4.0
CC(C)(C)c1ccc(SCCc2cccnc2)cc1,3.0%,13.2
Cc1cccc(NC(=O)/C(C#N)=C\c2ccc(C(=O)O)cc2)c1,0.5%,3.9
C=CCn1c(C)nnc1SCC(=O)c1[nH]c(C)c(C(C)=O)c1C,-0.3%,4.6
COc1ccccc1N1CC(C)(C)C(=O)N(C(=O)c2ccc(C)cc2)C1=S,-2.0%,10.7
Cc1c(C(=O)O)cccc1-n1c(C)cc(/C=N/Nc2ccc([N+](=O)[O-])cn2)c1C,3.5%,-3.4
COc1cccc(C(=O)NCCN2C(=O)S/C(=C/c3cccs3)C2=O)c1OC,0.6%,5.2
O=C(NC(Cc1ccc2c(c1)OCO2)C(=O)NC(Cc1ccccc1)C(=O)O)c1ccccc1 (stereo not given),.,-2.0
O=C(Nc1ccccc1Cl)c1ccc(COc2ccc3c(c2)CCC3)cc1,4.2%,87.5
Clc1ncn(C23CC4CC(CC(C4)C2)C3)n1,9.4%,.
COc1cccc(CNC(=O)N[C@@H](CC(C)C)C(=O)O)c1,1.0%,-9.8
N=c1c2c3c(sc2ncn1N)CCCC3,0.6%,11.6
O=S(=O)(NCc1ccccn1)c1cc(OCC(F)(F)F)ccc1OCC(F)(F)F,2.4%,-4.8
O=C(Nc1cccc(Cl)c1)c1ccc(Cn2cc(Cl)cn2)cc1,-1.7%,-6.9
Cc1cc(=O)oc(C)c1C(=O)N1CCN(Cc2ccc3c(c2)OCO3)CC1,1.7%,2.4
CCC(C)[C@H](NC(=O)NCc1ccccn1)C(=O)OC (stereo not given in full),1.3%,-4.5
COC(=O)c1cc(OC)c(OC)cc1N=CC1=C(O)CC(C)(C)CC1=O,0.2%,3.8
O=C(N/N=C/C=C\c1ccccc1[N+](=O)[O-])c1ccncc1,0.7%,2.1
COCCn1c(=O)[nH]c(=O)c2cc(C(=O)c3cc(OC)ccc3O)cnc21,2.2%,4.1

# A draw from above in order of number of heavy atoms, low to high.
SMILES,M. tuberculosis GlmU,Mtb RmlCD inh
N=c1c2c3c(sc2ncn1N)CCCC3,0.6%,11.6
Clc1ncn(C23CC4CC(CC(C4)C2)C3)n1,9.4%,.
c1cnc(NC2C3CC4CC(C3)CC2C4)nc1 (stereo not given),-1.2%,.
CC(C)(C)c1ccc(SCCc2cccnc2)cc1,3.0%,13.2
CCC(C)[C@H](NC(=O)NCc1ccccn1)C(=O)OC (stereo not given in full),1.3%,-4.5
COc1cccc(CNC(=O)N[C@@H](CC(C)C)C(=O)O)c1,1.0%,-9.8
Cc1cccc(NC(=O)/C(C#N)=C\c2ccc(C(=O)O)cc2)c1,0.5%,3.9
Cn1cccc1C(=O)NC(=O)COC(=O)c1cc(Cl)ccc1[N+](=O)[O-],3.0%,1.3
COC(=O)c1cc(OC)c(OC)cc1N=CC1=C(O)CC(C)(C)CC1=O,0.2%,3.8
COc1ccccc1N1CC(C)(C)C(=O)N(C(=O)c2ccc(C)cc2)C1=S,-2.0%,10.7
COc1cccc(C(=O)NCCN2C(=O)S/C(=C/c3cccs3)C2=O)c1OC,0.6%,5.2
O=S(=O)(NCc1ccccn1)c1cc(OCC(F)(F)F)ccc1OCC(F)(F)F,2.4%,-4.8
Nc1c(C(=O)N/N=C/c2cccnc2)oc2nc(-c3ccccc3)cc(-c3ccco3)c12,-1.4%,-4.0
O=C(NC(Cc1ccc2c(c1)OCO2)C(=O)NC(Cc1ccccc1)C(=O)O)c1ccccc1 (stereo not given),.,-2.0

# Going on with the list:
SMILES,M. tuberculosis GlmU,Mtb RmlCD inh
COc1ccc(C2CC(c3cccs3)=NN2C(=O)COC(=O)C2CCCCC2)cc1OC (stereo not given),-3.5%,-5.5
Cc1cc(N=Cc2c(O)ccc3cc(Br)ccc23)no1,5.7%,-7.2
COCCCNC(=O)[C@H](CSCc1ccccc1)N1Cc2ccccc2C1=O,-0.6%,-11.9
COc1cccc(OCC(=O)NN=C2c3ccccc3-c3ccccc32)c1,-0.4%,22.2
CC(C)Cn1c(N)c(C(=O)COC(=O)[C@@H]2CCCN2C(=O)c2cccs2)c(=O)n(C)c1=O,0.9%,1.7
COc1ccc(-n2c(SCCC#N)nnc2-c2cc(Cl)ccc2OC)cc1Cl,0.0%,-0.3
COc1ccc(N/C(N)=N/c2nc(CSc3nnc(C)s3)cc(=O)[nH]2)cc1,6.3%,.
O=C(O)CC(SCC(=O)Nc1ccc(Cl)c(S(=O)(=O)N2CCOCC2)c1)C(=O)O (stereo not given),5.5%,-11.7
Cc1ccc(S(=O)(=O)N2CCCCC2C(=O)O)s1 (stereo not given),0.3%,13.5
Clc1ccccc1OCCCCn1ccnc1,4.6%,-5.0
CC1CN=C(NCc2ccccc2)S1 (stereo not given),-1.7%,-16.0
COc1ccc(S(=O)(=O)NC2CCCCC2)cc1-n1cnnn1,6.4%,-6.2
O=C(CSc1nnc(-c2ccncc2)n1-c1ccc(Cl)cc1)NCc1cccs1,2.0%,.
CC(=O)Nc1ccc(OCCCNC(=O)c2c(-c3ccccc3)noc2C)cc1,7.1%,.
CCCCOc1cccc(C(=O)NNC(=S)NC2CCCCC2)c1,2.2%,-6.3
CCC(C)Nc1cc(C)nc2ncnn12 (stereo not given),3.9%,.
CC(=O)CC(=O)Nc1ncccn1,-6.7%,-4.9
CC(=O)Nc1ccc(C(=O)NCCCOC(C)C)cc1,1.1%,7.2
CCOCCCNC(=O)c1cc(Sc2ccc(F)cc2)nc2ccccc12,5.3%,-8.3
CCOc1ccccc1CNC(=O)c1cc2oc3ccccc3c2n1C,0.5%,.
O=C(NCc1ccc(Cl)cc1)C(=O)NCC(c1cccnc1)N1CCN(c2ccc(F)cc2)CC1 (stereo not given),1.4%,5.4
Brc1ccc(-c2csc(N3CCC(c4ccccc4)C3)n2)cc1 (stereo not given),0.6%,-3.3
COc1c2ccoc2cc2oc(C)cc(=O)c12,0.6%,.
CC(C)N1C(=O)CC2(CC[N+](C)(CCOC(=O)C(O)(c3ccccc3)c3ccccc3)CC2)C1=O (stereo not given),-1.4%,2.9
COc1ccc2c(c1)[N+](C)(C)C(C)(C)C=C2C,-1.1%,-9.0
# Continued.
SMILES,M. tuberculosis GlmU,Mtb RmlCD inh
C=CCn1c(SCC(=O)N2CCOCC2)nc(O)cc1=O,0.9%,.
Cc1cc(C)cc(NC(=O)COC(=O)[C@@H](NC(=O)c2ccco2)C(C)C)c1,-4.5%,13.1
Cc1c(C#N)c(=O)oc2ccc3ccccc3c12,1.3%,-50.4
O=[N+]([O-])c1cccc(/C=N/Nc2nnc(-c3ccccc3)c(-c3ccccc3)n2)c1,-4.1%,-1.9
O=C(NCC(=O)N(Cc1ccco1)C(C(=O)NC1CCCC1)c1cccnc1)c1cccs1 (stereo not given),1.5%,-3.9
O=C(NC1CC1)C1=C[C@H](C2CC2)C[C@H](OCCCCO)O1,2.3%,.
Cc1cc(C)c(C)c(N=Nc2nc3ccccc3n2C)c1C,-5.1%,-4.7
Cc1ccc(S(=O)(=O)N(C)C)cc1NC(=O)COC(=O)CCC(=O)c1cccs1,1.0%,1.8
Cc1noc(NS(=O)(=O)c2ccc(NC(=O)c3cnc4scc(C)n4c3=O)cc2)c1C,2.3%,9.9
C#CCN(C)C(C)Cc1ccccc1 (stereo not given),5.7%,.
CCCSc1nc(C)c(CC(=O)OCC)c(=O)[nH]1,0.9%,.
O=C1CSC(c2ccncc2)N1Cc1ccccc1 (stereo not given),-0.2%,-15.4
Cc1cc(C)nc(SCCC(=O)Nc2ccccc2C)n1,1.8%,.
Cc1cccc(NC(=S)NCc2ccccn2)c1,2.5%,.
Cc1nc(-c2ccccn2)nc(N2CCOCC2)c1Cl,-2.7%,16.4
Fc1ccc(OCc2nn3c(Cn4nnc5ccccc54)nnc3s2)cc1,3.2%,10.3
